High-throughput results: PubChem BioAssay, several laboratories
STK33 inh: blocks human STK33 kinase activity; Q9BYT3; purified STK33, MBP phosphorylation, ADP-Glo luminescence; inhibition, % at 10 µM; 320,000 tested, 0.073% active; AID 2661;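 active = inhibition at or above 25%, using the most active replicate where run in duplicate; inactive = inhibition below 25%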
Target sequence (Q9BYT3 whole entry, looked up): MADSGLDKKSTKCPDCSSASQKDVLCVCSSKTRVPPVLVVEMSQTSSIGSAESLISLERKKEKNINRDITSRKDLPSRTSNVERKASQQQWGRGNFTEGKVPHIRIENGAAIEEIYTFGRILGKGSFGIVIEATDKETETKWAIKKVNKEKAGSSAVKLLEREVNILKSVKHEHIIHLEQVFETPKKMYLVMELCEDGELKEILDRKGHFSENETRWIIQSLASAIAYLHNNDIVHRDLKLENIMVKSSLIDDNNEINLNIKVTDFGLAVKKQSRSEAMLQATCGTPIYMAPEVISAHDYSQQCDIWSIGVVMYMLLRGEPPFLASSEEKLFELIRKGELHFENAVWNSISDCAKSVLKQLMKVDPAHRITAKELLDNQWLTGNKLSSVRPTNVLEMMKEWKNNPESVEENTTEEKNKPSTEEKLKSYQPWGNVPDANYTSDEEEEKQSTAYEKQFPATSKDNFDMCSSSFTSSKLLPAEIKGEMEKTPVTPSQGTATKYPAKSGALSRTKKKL
Kir21 block: blocks the mouse Kir2.1 inward-rectifier potassium channel. 310,000 tested, 0.85% active. AID 1672. HEK293-Kir2.1, FluxOR thallium flux fluorescence; stronger effect = lower value. B-score at 10 µM. P35561;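 active = fluorescence ratio B-score at or below minus 3 SD of library scores, with starting-brightness B-score within 2 SD, cut at about -4.2 in these data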;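 also: channel flux triggered by added potassium and thallium sulfate stimulus; B-score of peak minus minimum fluorescence over baseline after thallium stimulus; more negative B-score means stronger Kir2.1 block with less thallium influx; some compounds called inactive have numbers as strong as hits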
Target sequence (P35561 whole entry, looked up): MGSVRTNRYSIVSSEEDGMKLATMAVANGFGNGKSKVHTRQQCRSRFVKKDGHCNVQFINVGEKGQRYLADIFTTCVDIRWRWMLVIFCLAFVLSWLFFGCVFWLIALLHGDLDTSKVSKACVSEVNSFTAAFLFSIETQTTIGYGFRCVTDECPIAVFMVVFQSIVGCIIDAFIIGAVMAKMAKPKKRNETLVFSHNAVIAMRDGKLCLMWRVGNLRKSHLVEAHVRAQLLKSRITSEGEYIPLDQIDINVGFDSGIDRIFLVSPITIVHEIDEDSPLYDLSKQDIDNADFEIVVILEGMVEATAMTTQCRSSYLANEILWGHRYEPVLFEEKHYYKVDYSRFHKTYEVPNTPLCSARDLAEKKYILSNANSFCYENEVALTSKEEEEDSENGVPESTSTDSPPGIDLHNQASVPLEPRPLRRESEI
* = called active by the depositor; . = not tested or not shown.

SMILES	STK33 inh	Kir21 block
COC(=O)c1ccc(CN(Cc2ccc(C(=O)OC)o2)C(C)(C)C)o1	0.6	-1.1
CCS(=O)(=O)Nc1cc(C(=O)O)ccc1C	-0.1	-0.03
Nc1c(-c2ccc(Cl)cc2)cnn1-c1cc(C(F)(F)F)cc(C(F)(F)F)c1	-1.2	0.53
O=C(CSc1nc2ccccc2o1)N/N=C/c1ccco1	-0.2	-0.44
CC(=O)NC(c1ccccc1)c1cc(Cl)c2cccnc2c1O (stereo not given)	-1.4	1.2
CCN1CCN(c2ccc(S(=O)(=O)N3CCOCC3)cc2NC(=O)/C=C/c2ccc(OC)cc2OC)CC1	.	0.15
CCOC(=O)N1CCN(C(=O)CSc2nnc(Cc3ccccc3)o2)CC1	-0.9	0.55
CCC(C)(C)C1CCc2c(sc(NC(=O)c3ccoc3C)c2C(N)=O)C1 (stereo not given)	-0.9	-1.3
O=C(NCCc1c[nH]c2ccccc12)C(F)(F)C(F)F	-0.7	0.01
COc1ccccc1OCC(=O)NC1CCSc2ccccc21 (stereo not given)	0.0	.
Cc1[nH]c2ccccc2c1C(=O)CN1C(=O)NC2(CC(C)CC(C)(C)C2)C1=O (stereo not given)	0.3	0.21
O=C(c1ccc(N2CCN(C(=O)c3ccccc3Br)CC2)cc1)c1cccc(F)c1	6.3	3.1
CCOc1ccc(NC(=O)C2CCN(C(=O)NCc3ccccc3)CC2)cc1	-1.1	1.1
CCCc1nc2ccccc2c(=O)n1N	-1.2	0.55
Cc1[nH]c2ccccc2c1CCO	0.1	-0.14
CCCn1c(N2CCN(C(=O)N3CCCCC3)CC2)nc2ccccc21	0.7	0.1
COC(=O)N1c2ccccc2CCc2ccccc21	-0.6	-0.7
C=CCOc1ccc(/C(O)=C2\C(=O)C(=O)N(CCN(C)C)C2c2cccs2)cc1 (stereo not given)	-0.9	2.4
COC(=O)c1ccc(-c2noc(CN(Cc3ccncc3)CC3CCCO3)n2)cc1 (stereo not given)	-0.7	0.49
CCCCC(=O)NNC(=O)N1c2ccccc2Sc2ccccc21	-0.5	-1.9
COC(=O)c1sc(NC(=O)CSc2nnnn2-c2cccc(OC)c2)nc1C	-0.2	0.34
O=C1C=C(c2cc3ccccc3o2)C[C@@H](c2ccc(F)cc2)C1	-0.7	.
O=C(CSC(=S)N1CCCC1)N/N=C/c1c(O)[nH]c(=S)[nH]c1=O	-0.2	.
COc1cc2c(cc1OC)-c1nncn1C(C)(C)C2	1.5	-0.88
O=C(CSc1cccc(C(F)(F)F)c1)Nc1nnc(C2CC2)s1	0.2	.

The last 7 records of the section above open the next one:
SMILES	STK33 inh	Kir21 block
COC(=O)c1ccc(-c2noc(CN(Cc3ccncc3)CC3CCCO3)n2)cc1 (stereo not given)	-0.7	0.49
CCCCC(=O)NNC(=O)N1c2ccccc2Sc2ccccc21	-0.5	-1.9
COC(=O)c1sc(NC(=O)CSc2nnnn2-c2cccc(OC)c2)nc1C	-0.2	0.34
O=C1C=C(c2cc3ccccc3o2)C[C@@H](c2ccc(F)cc2)C1	-0.7	.
O=C(CSC(=S)N1CCCC1)N/N=C/c1c(O)[nH]c(=S)[nH]c1=O	-0.2	.
COc1cc2c(cc1OC)-c1nncn1C(C)(C)C2	1.5	-0.88
O=C(CSc1cccc(C(F)(F)F)c1)Nc1nnc(C2CC2)s1	0.2	.
Cc1ccc(C)c(CN2CCN(c3ncccn3)CC2)c1	0.4	0.4
O=C(NC1CSCC1OC(=O)c1ccccc1)c1ccccc1 (stereo not given)	-0.4	-1.2
CCOC(=O)C[C@H]1c2ccccc2S(=O)(=O)N1Cc1cccc(C(F)(F)F)c1	0.2	-4.5*
Cc1c(C(=O)N2CCN(c3ccc(C(F)(F)F)cn3)CC2)oc2ccccc12	-0.3	-0.38
COc1ccc(CC(C(=O)Nc2cc(C)ccc2C)/C(N)=N/O)cc1 (stereo not given)	4.7	-0.38
CC(C)Oc1ccc(N2CC(C(=O)Nc3ccc(N4CCOCC4)cc3)CC2=O)cc1 (stereo not given)	-1.8	-0.82
O=C(OCC(=O)c1ccc[nH]1)c1ccc(F)c(S(=O)(=O)N2CCOCC2)c1	-0.6	.
CC1CCC2(CC1)C(Nc1cccc(Cl)c1)=NC(=S)N2CC#N (stereo not given)	-0.3	0.38
CC1CCN(c2ccc(-c3cccs3)nn2)CC1	2.2	0.44
COCc1nnc(NC(=O)c2cc(C(=O)OC)cc([N+](=O)[O-])c2)s1	-0.3	-1
COc1ccc(CNC(=O)C(=O)NCC2OCCCN2S(=O)(=O)c2cccs2)cc1 (stereo not given)	-0.3	-0.03
Cc1nnc(SCC(=O)Nc2ccc3c(c2)OCCO3)n1CC1CCCO1 (stereo not given)	0.3	-0.2
Nn1c(SCC(=O)Nc2ccc(N3CCOCC3)cc2)nnc1-c1ccccc1F	0.0	.
O=C(NCCCN1CCCCCC1)C1CC(=O)N(C2CCCC2)C1 (stereo not given)	2.6	2
CC(C)NS(=O)(=O)c1ccc(OCC(=O)Nc2ccc3c(c2)OCCO3)cc1	0.2	-0.01
CCOc1cc(S(=O)(=O)N2CCN(c3ccc(F)cc3)CC2)c(OCC)cc1-n1cnnn1	0.0	0.67
CC(C)CC(=O)Nc1cccc(-c2nc3ccccc3[nH]2)c1	-4.9	0.42
O=C(CCCc1ccccc1)NCCCc1ccccc1	1.6	0.07
Cc1ccc(C(=O)Nc2nccs2)cc1S(=O)(=O)N1CCCCC1	0.3	0.01
O=C(Nc1ccccc1C(=O)NCCCn1ccnc1)c1ccc(Cl)cc1Cl	-2.0	-0.78
Cc1ccc(C(=O)CNc2cc(C)ccc2C)cc1	0.3	0.74
CCOC(=O)c1c(NC(=O)c2ccco2)n(C2CCCCC2)c2nc3ccccc3nc12	1.5	-1.2
COc1cc(NC(=O)c2ccccc2Cl)ccc1NC(=O)c1cccs1	-1.7	-0.8
Cc1noc(C)c1COC(=O)[C@H](C)NS(=O)(=O)c1ccc(Cl)c(Cl)c1	0.5	-5.2*
NS(=O)(=O)c1ccc(NC(=O)CSc2nc(Nc3ccccc3)nc(N3CCOCC3)n2)cc1	0.2	-0.95
Going on with the list:
SMILES	STK33 inh	Kir21 block
O=C(O)c1ccc(CSc2nnnn2C2CCCCC2)cc1	-1.3	0.64
Cc1ccc(Nc2nc(C)c3c(n2)CC(C)CC3=O)c(C)c1 (stereo not given)	-0.5	0.19
O=C(O)c1n[nH]nc1-c1ccccc1	-3.4	-0.78
COc1ccc(OC)c(-c2csc(-c3cccs3)n2)c1	6.6	2.5
CCC(C)(C)c1ccc(Oc2ccc(NC(=O)COC(=O)C3=COCCO3)cc2)cc1	-2.3	3.8
Cc1ccc(C)c(C(=O)CCC(=O)NCc2ccc(Cl)cc2)c1	-1.5	0.15
COC(=O)N/N=C/c1cc(N=Nc2ccccc2)ccc1O	-1.8	0.58
Cc1cc2ncn(/N=C/c3cc(Br)ccc3O)c2cc1C	.	1
O=C(C1=C(O)C(=O)N(CCN2CCOCC2)C1c1cccc(O)c1)c1cc2ccccc2o1 (stereo not given)	.	-1.3
Cc1cc(C)c(C(=O)N(C)CC2CCCN(CCc3ccccc3F)C2)o1 (stereo not given)	0.4	-2.2
Cc1ccc(-n2c(C)cc(C(=O)COC(=O)C3=NNC(=O)CC3)c2C)cc1	0.7	-0.82
O=C(/C(=N/N=C/c1ccc(O)c(O)c1)c1ccccc1)c1ccccc1	-0.2	-4.8*
CNC(=O)/C(=C\c1ccc2c(c1)OCO2)NC(=O)c1ccc(Br)cc1	0.2	-0.34
CCOc1cc(/C=N/NC(=O)CSc2cccc3cccnc23)ccc1O	0.2	-1.6
O=C(c1csc2ccccc12)N1CCN(c2ccccn2)CC1	-0.7	-1.2
CCOC(=O)c1cn(-c2ccc(F)c(F)c2F)c2c(F)c(F)c(F)cc2c1=O	-1.9	1.1
CC(C)C(=O)NNC(=O)CSc1ncnc2c1cnn2-c1ccccc1Cl	1.5	-0.01
CN(Cc1nc(C(c2ccccc2)c2ccccc2)no1)CC1COCCO1 (stereo not given)	-0.1	0.37
O=Cc1ccccc1-c1cn(CN2C(=O)c3ccccc3C2=O)nn1	-1.2	-0.81
Cc1c(Cl)c([N+](=O)[O-])nn1CCCC(=O)Nc1cccc(Cl)c1Cl	0.6	0.95
COC(CN(C)S(=O)(=O)c1cc2c3c(c1)CCC(=O)N3CCC2)OC	-1.0	-1.3
NS(=O)(=O)c1ccc(NC(=O)Nc2cccc3ccccc23)cc1	-0.6	-0.45
CCCN1C(=O)C2(C(C(=O)c3ccc(C)o3)=C(O)C(=O)N2CCCOC)c2ccccc21 (stereo not given)	-1.1	-0.4
O=C(COC(=O)/C=C/c1ccccc1[N+](=O)[O-])Nc1ccc2[nH]c(=O)[nH]c2c1	0.6	.
CC(C)c1ccc(N(C(=O)c2cc3ccccc3oc2=O)C2C=CS(=O)(=O)C2)cc1 (stereo not given)	5.8	0.61
Following part:
SMILES	STK33 inh	Kir21 block
COC(=O)C1=C(O)/C(=C\c2cc(C)n(-c3ccccc3F)c2C)N=C1C	0.8	-0.79
CCOC(=O)N1CCN(C(=O)c2cn(CC)c3ccc(S(=O)(=O)N(C)C4CCCCC4)cc3c2=O)CC1	-0.5	0.81
COc1ccc(NC(=O)COc2nsnc2N2CCOCC2)c(OC)c1	1.9	0.19
O=C(NCC1COc2ccccc2O1)c1ccc(Cl)c(S(=O)(=O)N2CCCC2)c1 (stereo not given)	1.0	.
CCOc1cccc(CN2CCN(CCCc3ccccc3)C(CCO)C2)c1O (stereo not given)	0.3	-0.29
C/C(=C\C(=O)c1ccc(Br)cc1)NNC(=O)c1ccc(O)cc1	-1.5	2.3
Cn1nc(C(C)(C)C)c([N+](=O)[O-])c1C(=O)N1CCCCCC1	0.8	1.3
CCc1cc[n+](CC(=O)Nc2ccc(Cl)cc2Cl)cc1	0.0	0.62
N#Cc1c(-c2ccccc2)ccn(Cc2cccc(Cl)c2)c1=O	-0.4	-1.4
CC(C)CNC(=O)COC(=O)CCC(=O)c1ccc(F)cc1	-2.8	1.3
CN(CC(=O)Nc1ccc(Cl)cc1)C(=O)c1sccc1-c1ccccc1	-2.1	.
Cc1nc(N(C)C)c2sc(=S)n(Cc3ccccc3)c2n1	-0.4	-2.2
CCc1nnc(NC(=O)Cn2nnc(-c3ccccc3F)n2)s1	-0.7	0.23
Cc1cc(C)cc(NC(=O)C/C(N)=N/O)c1	0.7	0.29
O=[N+]([O-])c1ccc(S(=O)(=O)c2ccccc2)nc1	6.0	-8.1*
CCOC(=O)c1nnn(CC(=O)N2N=C(c3cccc4ccccc34)CC2c2ccccc2)c1C(=O)OCC (stereo not given)	-0.4	0.59
CC(C)c1ccccc1OCC(=O)NC1CCCc2ccccc21 (stereo not given)	0.2	-7*
COc1cc(CN2CCN(CCc3ccccc3)C(CCO)C2)cc(OC)c1 (stereo not given)	-2.0	-0.38
CCOc1ccc(S(=O)(=O)N(CC)CC(=O)N2CCCC2)cc1	-1.8	-0.06
CC(OC(=O)c1snc(C(=O)NC2CCCCC2)c1N)C(=O)NC1CCCCC1 (stereo not given)	-0.9	0.18
CC(C)(C)n1nnnc1C(c1ccc(C(F)(F)F)cc1)N(Cc1ccccc1)Cc1ccco1 (stereo not given)	0.0	0.74
CC1CN(C(=O)CCNC(=O)c2ccccc2Cl)CC(C)O1 (stereo not given)	1.3	0.34
CCCNC(=O)C(NS(=O)(=O)c1ccc2c(c1)c(=O)n(C)c(=O)n2C)c1ccccc1 (stereo not given)	-1.5	-0.31
Cc1ccc(C)c(S(=O)(=O)N2CCCCC2CCNC(=O)C(=O)NCc2ccco2)c1 (stereo not given)	-2.4	0.82
O=C(SCC(O)C(O)CS)c1cccs1 (stereo not given)	0.0	0.86

7 entries picked at random from those above, as already listed:
SMILES	STK33 inh	Kir21 block
O=C(NCC1COc2ccccc2O1)c1ccc(Cl)c(S(=O)(=O)N2CCCC2)c1 (stereo not given)	1.0	.
CCOC(=O)c1nnn(CC(=O)N2N=C(c3cccc4ccccc34)CC2c2ccccc2)c1C(=O)OCC (stereo not given)	-0.4	0.59
Cn1nc(C(C)(C)C)c([N+](=O)[O-])c1C(=O)N1CCCCCC1	0.8	1.3
COc1ccc(NC(=O)COc2nsnc2N2CCOCC2)c(OC)c1	1.9	0.19
Cc1cc(C)cc(NC(=O)C/C(N)=N/O)c1	0.7	0.29
CCCNC(=O)C(NS(=O)(=O)c1ccc2c(c1)c(=O)n(C)c(=O)n2C)c1ccccc1 (stereo not given)	-1.5	-0.31
O=[N+]([O-])c1ccc(S(=O)(=O)c2ccccc2)nc1	6.0	-8.1*

New compounds follow:
SMILES	STK33 inh	Kir21 block
COc1cccc(NC(=O)CCc2nnc3ccc(NCc4ccco4)nn23)c1	-2.7	-0.13
NC(=O)CSc1nc(C2CC2)nc2sc3c(c12)CCCC3	-0.8	-0.73
O=[N+]([O-])c1ccc(/C=N/Nc2ccccn2)cc1	-1.8	-2.1
COc1ccc(C2CC(c3ccccc3)=NN2c2ccc(/C=N/NC(=O)c3ccncc3)cc2)cc1 (stereo not given)	-1.2	-0.57
O=C(COC(=O)c1ccc(NS(=O)(=O)c2ccc(F)c(F)c2)cc1)NCC1CCCO1 (stereo not given)	-1.7	0.78
Cc1cccc(C)c1NCc1nnc(SCC(=O)Nc2nc(-c3ccccc3)cs2)n1-c1ccccc1	-0.3	0.29
C[C@H](CO)N1C[C@H](C)[C@@H](CN(C)S(C)(=O)=O)Oc2ccc(N(C)C)cc2C1=O	0.0	.
Cc1ccc(Cn2c(SCCN3CCCCC3)nc3c2c(=O)n(C)c(=O)n3C)cc1	-0.6	-0.07
COC(=O)C1=C(C)OC(N)=C(C#N)C1c1ccc(OC)c(CSc2ccccn2)c1 (stereo not given)	0.0	-0.07
Cc1cc(-n2c(C)cc(C(=O)COC(=O)CN=C3NS(=O)(=O)c4ccccc43)c2C)no1	-1.3	1.7
CCCOc1ccc(N2CC(C(=O)Nc3ncccc3C)CC2=O)cc1 (stereo not given)	-0.9	-0.04
Cn1c(=O)c2c(nc(Sc3ccccc3N)n2C)n(C)c1=O	-1.2	0.64
